# LYPLA2 counter: counter-screen for PME1 inhibitors: inhibitors of human LYPLA2 | inhibition, % at 5.9 µM | O95372 | 320,000 tested, 0.38% active | AID 2177 | recombinant LYPLA2, FP-Rh probe fluorescence polarization;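 active = inhibition above the screen-wide mean plus 3 SD, limit set per campaign, cut at about 26% in these data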;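 note: 0% = LYPLA2 with DMSO and 100% = wells lacking LYPLA2 enzyme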
# LYPLA1 counter: LYPLA1 (human) inhibition in PME1 counter-screen; O75608; recombinant LYPLA1, FP-Rh probe fluorescence polarization; inhibition, % at 5.9 µM; 320,000 tested, 0.16% active; AID 2174;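 active = inhibition above the mean of all tested compounds plus 3 SD, set per campaign, cut at about 14% in these data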;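 note: inhibitors block serine hydrolase probe labeling of LYPLA1 so polarization falls; 0% = enzyme with DMSO and 100% = wells lacking LYPLA1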
# PAFAH2 FP inh: PAFAH2 (human) inhibition; AID 492956; recombinant PAFAH2, FP-rhodamine activity probe, fluorescence polarization; Q99487; inhibition, % at 3.39 µM; 340,000 tested, 0.99% active;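 active = inhibition above the mean over all tested compounds plus 3 SD, cut at about 30% in these data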;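 note: inhibitors block probe labeling of enzyme so polarization drops; 0% = enzyme with DMSO and 100% = wells lacking PAFAH2 protein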
# GSTO1 inh: counter-screen for RBBP9 inhibitors: inhibitors of human GSTO1; P78417; recombinant GSTO1, activity-based probe fluorescence polarization; inhibition, % at 5.96 µM; 300,000 tested, 1.1% active;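 active = inhibition above the campaign mean inhibition plus 3 SD, cut at about 35% in these data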;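 note: 0% = GSTO1-1 with DMSO and 100% = wells lacking GSTO1-1 enzyme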
# PAD4 FP inh: inhibitors of human PAD4 | Q9UM07 | inhibition, % at 6.36 µM | recombinant PAD4, RCA probe fluorescence polarization | AID 485272 | 330,000 tested, 0.41% active;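 active = percent inhibition above a cutoff equal to the mean of all tested compounds plus 3 SD, cut at about 15% in these data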;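 note: 0% = PAD4 with RCA probe and DMSO and 100% = probe without PAD4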
# Target sequence (Q9UM07 whole entry, looked up): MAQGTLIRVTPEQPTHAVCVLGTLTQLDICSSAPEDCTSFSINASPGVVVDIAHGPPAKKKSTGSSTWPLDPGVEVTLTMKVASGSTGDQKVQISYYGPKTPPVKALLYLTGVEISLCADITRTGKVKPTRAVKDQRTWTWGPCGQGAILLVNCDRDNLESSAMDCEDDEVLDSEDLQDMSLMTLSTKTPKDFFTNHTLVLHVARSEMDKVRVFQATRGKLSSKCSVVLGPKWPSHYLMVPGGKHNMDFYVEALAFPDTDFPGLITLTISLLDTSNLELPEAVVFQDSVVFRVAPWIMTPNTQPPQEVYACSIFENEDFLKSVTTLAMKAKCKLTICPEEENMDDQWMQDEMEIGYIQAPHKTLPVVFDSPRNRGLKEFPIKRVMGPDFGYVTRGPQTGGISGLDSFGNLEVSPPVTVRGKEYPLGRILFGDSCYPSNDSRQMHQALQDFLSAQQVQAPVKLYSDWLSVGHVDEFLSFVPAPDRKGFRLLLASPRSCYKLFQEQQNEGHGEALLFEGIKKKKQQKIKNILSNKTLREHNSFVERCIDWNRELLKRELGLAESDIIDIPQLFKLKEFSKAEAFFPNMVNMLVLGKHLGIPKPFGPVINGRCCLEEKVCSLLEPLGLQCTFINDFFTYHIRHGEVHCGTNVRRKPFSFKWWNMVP
# PAFAH1B3 FP inh: PAFAH1B3 (human) inhibition | AID 492972 | Q15102 | 340,000 tested, 0.28% active | inhibition, % at 3.39 µM | recombinant PAFAH1B3, FP-rhodamine probe, fluorescence polarization;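 active = inhibition above the screen-wide average of all tested compounds plus 3 SD, cut at about 25% in these data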;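 note: 0% = enzyme with DMSO only and 100% = wells lacking PAFAH1B3 protein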
# Target sequence (Q15102 whole entry, looked up): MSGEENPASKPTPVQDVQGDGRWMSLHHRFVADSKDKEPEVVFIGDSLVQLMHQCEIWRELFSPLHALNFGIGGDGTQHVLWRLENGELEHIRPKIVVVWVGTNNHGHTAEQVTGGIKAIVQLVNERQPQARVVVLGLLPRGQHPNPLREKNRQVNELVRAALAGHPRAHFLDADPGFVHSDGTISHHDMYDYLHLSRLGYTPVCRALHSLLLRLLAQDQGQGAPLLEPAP
# ZTA DNA inh: ZTA (EBV) inhibition in EBNA-1 counter-screen; P03206; ZTA-DNA binding, fluorescence polarization; inhibition, % at 11 µM; 320,000 tested, 0.15% active; AID 2234; in the data active = inhibition above about 33%
# EBNA-1 inh: blocks EBNA-1 binding to DNA | EBNA-1 DNA binding, fluorescence polarization | inhibition, % at 14.8 µM | 300,000 tested, 0.34% active; in the data active = inhibition above about 28%
# PREPL inh: inhibitors of human prolyl oligopeptidase-like enzyme PREPL; AID 2751; recombinant PREPL, fluorescence polarization activity-based probe; 320,000 tested, 0.68% active; inhibition, % at 5.96 µM; Q4J6C6; in the data active = inhibition above about 43%;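 note: 0% = enzyme with DMSO and 100% = wells lacking enzyme; many of its hits are not listed in these tables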
# * marks the source's active call; other numbers are inactive results; nt = not tested or not shown. Not all compounds are listed; rates above refer to the full screens.
# Second line of a record – LYPLA2 counter, LYPLA1 counter, PAFAH2 FP inh, GSTO1 inh, PAD4 FP inh, PAFAH1B3 FP inh, ZTA DNA inh, EBNA-1 inh, PREPL inh
Cc1cc(C)c(C#N)c(Nc2cccc(Br)c2)n1
 : -1.5, -1.4, -4.2, -0.7, -0.3, 5.3, 14.4, 2.5, -5.3
COc1cc2cc(CCOC(=O)c3ccc(C(F)(F)F)cc3)oc(=O)c2cc1OC
 : -0.2, -2.1, -5.8, nt, -5.8, 7.4, -19.3, nt, -10.1
CS(=O)(=O)N(Cc1ccc(F)cc1)Cc1nc2ccccc2c(=O)[nH]1
 : -2.4, -6.0, 0.7, -7.5, -3.3, -0.3, -7.1, 0.8, 4.7
Cc1nc2cc(-c3ccccc3)nn2c(C)c1CCC(=O)NCc1ccco1
 : 1.9, -1.4, 2.0, 2.3, 4.0, 2.7, -17.3, -2.1, -12.5
Cc1ccc(NC(=O)CCNC(=O)c2ccccc2Cl)cc1S(=O)(=O)N(C)C
 : 12.1, 2.8, 14.0, 0.7, 6.3, 6.6, -5.9, 7.2, -1.4
COc1ccc(-c2onc(C)c2-c2ccccc2)c(O)c1
 : 16.8, 1.3, 7.1, 5.5, -3.8, 1.5, -10.2, -1.8, 0.9
COc1ccccc1N(CC(=O)N1CCCCCC1)S(=O)(=O)c1ccc(C)cc1
 : 1.4, -2.1, 15.6, 6.5, 6.2, -0.7, -3.8, -5.6, 8.7
CCn1c2ccccc2c2cc(/C=N/NC(=O)c3cc(O)cc(O)c3)ccc21
 : -69.5, -39.9, -25.9, -66.9, -5.4, 5.6, 6.6, 11.5, 19.1
O=C(CSc1nc2[nH]ncc2c(=O)n1-c1ccccc1Cl)N1CCCC1
 : 5.0, 5.4, 7.1, 2.3, -0.1, 3.0, -7.5, -6.1, 16.8
Cc1nn(C)c(C(=O)Sc2cccc(Cl)c2)c1[N+](=O)[O-]
 : -0.7, 0.4, 5.6, 6.5, -1.7, 9.6, 2.8, -1.7, 8.1
ClC(=C\c1ccccc1)/C=N/N1CCN(c2ccccn2)CC1
 : 3.1, -1.0, 0.8, 5.9, 0.8, 8.5, 7.0, -5.3, 17.7
Cc1cccc(Nc2nnc(C)c(=O)n2N)c1
 : 1.3, -3.5, 0.2, 5.7, 0.4, 6.9, -21.9, 2.3, 0.3
C[C@]12c3[nH]c4ccccc4c3CCN1C(=O)C(CC(=O)NCC13CC4CC(CC(C4)C1)C3)C[C@@H]2C(=O)N1CCCCC1 (stereo partly drawn)
 : nt, nt, 6.0, nt, 2.3, 0.8, nt, nt, 16.4
CN(Cc1nc2ccccc2c(=O)[nH]1)C(=O)c1cc2c(s1)CCCCC2
 : nt, nt, 6.1, nt, 4.9, 3.3, nt, nt, 21.7
CCOC(=O)NC(=O)CSc1nc2ccc(C)cc2[nH]1
 : 4.1, 0.1, -1.0, 6.1, 3.6, 0.8, 11.3, 8.0, 2.0
CCN1CCN(Cc2ccc(NC(=O)c3ccc(C)c(NC(=O)c4ccc5n[nH]nc5c4)c3)cc2C(F)(F)F)CC1
 : -0.3, -1.6, -0.5, 2.5, -3.4, 1.2, 3.3, 5.9, -2.5
Fc1cccc(Cl)c1/C=C/c1cnc2ccccc2n1
 : 0.8, -3.4, 0.2, -3.3, -0.8, 5.4, -12.3, 0.1, 14.5
CCOc1ccc2[nH]c(=O)c(CN(CC3CCCN3CC)C(=O)NCc3ccccc3)cc2c1 (stereo not drawn)
 : 0.4, 0.7, -0.2, 6.0, -3.9, 10.5, -9.7, -1.2, 26.1
CC(C)OC(=O)CSc1nnc(SCc2cccc3ccccc23)s1
 : -2.4, -5.9, -8.3, 0.4, -4.9, 2.3, -16.4, -6.4, -0.1
CC(=Nc1ccc(Br)cc1)c1sc2ccccc2c1O
 : 3.3, -1.3, -1.4, 5.4, 5.4, 7.3, 15.7, 6.5, 19.6
Cc1ccc(CSc2nnc(-c3ccco3)o2)cc1
 : -1.8, -1.8, 10.9, 7.1, 1.8, 5.5, -16.7, 9.9, -4.6
Cn1cc(CN2CCN(CCc3ccccc3)C(CCO)C2)cn1 (stereo not drawn)
 : -2.4, -0.6, 7.7, -1.9, 0.3, 7.8, -0.5, -10.8, -5.7
COc1cc(NC(=O)Nc2cccc([N+](=O)[O-])c2)cc(OC)c1
 : -4.1, -17.6, -9.7, -31.6, -6.6, 7.5, 7.3, 0.4, 22.8
COc1ccc(-c2nnc(SC(C)C(=O)Nc3c(C)n(C)n(-c4ccccc4)c3=O)o2)cc1 (stereo not drawn)
 : 6.5, -2.1, -2.0, -2.1, -0.5, 5.7, -1.9, 6.1, -6.6
COc1ccc(NC(=O)CN(c2ccc([N+](=O)[O-])cc2)S(=O)(=O)c2ccccc2)c(OC)c1
 : 0.6, 0.1, 10.4, 6.4, -9.0, 9.4, 2.2, -12.2, 8.3
COc1cc(C(C)=O)ccc1OC(=O)C(C)N1C(=O)c2ccccc2C1=O (stereo not drawn)
 : 2.8, -0.7, 3.2, 4.1, -2.6, 8.8, 1.4, 11.4, -1.6
CCC(=O)N(CCc1ccccc1)Cc1cc2cc3c(cc2[nH]c1=O)OCO3
 : 3.1, 1.0, 2.5, 4.1, -4.7, 0.1, 2.7, 4.1, -18.0
COc1ccc(C2=NOC(C(=O)Nc3ccc4c(c3)OCO4)C2)cc1OC (stereo not drawn)
 : 4.4, -1.0, 8.8, 0.2, -3.9, 12.7, -11.6, -3.5, 4.8
CCc1cccc(NC(=O)c2cc(S(=O)(=O)N(C)C)ccc2N2CCCC2)c1
 : -2.7, -2.0, 4.9, 2.4, -0.7, 2.5, 5.8, -3.1, -5.1
COc1cc(/C=N/NC(=O)c2ccc3c(c2)OCCO3)cc(Cl)c1O
 : 2.6, 1.3, 2.1, 6.5, 2.2, 2.6, -5.1, -1.8, 19.4
CCOC(=O)C1=NNC(C(=O)c2ccc(OC)cc2)C1c1ccccc1 (stereo not drawn)
 : 3.8, 4.0, 0.9, 6.4, 0.1, 3.7, 16.9, 6.1, 1.1
NC(=O)CC(NC(=O)c1ccc(Br)cc1)c1ccc(N2CCCCCC2)c([N+](=O)[O-])c1 (stereo not drawn)
 : -0.2, -6.2, 1.7, -1.2, 1.0, 2.0, 3.8, -0.5, 15.1
CN(C)S(=O)(=O)c1ccc(NC(=O)CCNC(=O)c2ccco2)cc1
 : 5.1, 9.0, -8.8, -4.9, 3.0, 13.5, -0.7, 2.6, -0.1
CC(C)COc1ccc(C(=O)Nc2sc3c(c2C(=O)O)CC(C)(C)OC3)cc1
 : -5.6, 2.1, 5.1, 5.7, -1.3, 2.0, 13.0, 13.0, -4.3
Cc1cc(-c2nc3ncccc3o2)ccc1N
 : -1.2, -5.9, -0.6, 1.1, 3.7, -2.7, 18.9, -3.3, -0.9
CCOc1ccc(N2C(=O)C3C(c4ccc(O)cc4)NC(CCSC)(C(=O)OC)C3C2=O)cc1 (stereo not drawn)
 : 1.0, 1.7, 1.6, 4.9, 0.8, 0.9, -1.8, 15.2, 3.6
N#C/C(=C/c1ccc(N2CCCCC2)o1)C(=O)NCCc1c[nH]c2ccccc12
 : -4.7, -9.6, 8.0, -2.2, -3.4, 15.9, 3.3, -3.3, 80.7*
COc1ccccc1NC(=O)C1CC(O)CN1C(=O)Oc1ccccc1 (stereo not drawn)
 : 5.0, -0.7, -10.2, 1.3, -0.9, 7.2, -20.3, -5.3, 18.3
COc1cccc(/C=N/N2CCOCC2)c1O
 : -0.2, -1.6, -0.6, 3.1, 2.0, 6.6, -4.3, 6.7, -4.8
CC(NC(=O)c1cc(F)c(F)c(F)c1F)c1ccc(-n2ccnc2)cc1 (stereo not drawn)
 : 2.8, 0.0, -9.1, -3.0, -3.0, 10.8, -7.7, 2.2, -0.6
CSc1ccccc1NC(=O)C1=COCCO1
 : -5.7, -4.2, 3.5, 4.3, 1.0, 2.9, -1.3, 1.9, -0.3
Cn1c(CSCc2ccc(Cl)cc2)n[nH]c1=S
 : -2.0, -0.2, -2.2, -0.2, -7.3, 4.8, 4.2, -14.4, -5.9
CC(C)Cn1cc(C(=O)NCc2cccs2)c2c3ccccc3n(C)c2c1=O
 : 0.2, -2.0, 3.1, 34.4, -0.3, 0.3, -7.1, 37.8*, 13.3
CCOC(=O)C1=C(C)N=c2s/c(=C\c3ccc(C(=O)O)cc3)c(=O)n2C1c1ccc(OC)cc1OC (stereo not drawn)
 : -4.7, -4.6, 4.3, 2.1, -1.8, 6.2, -4.3, -1.5, 2.8
Cc1ccc(C(=O)C2CCN(S(=O)(=O)c3c(C)noc3C)CC2)cc1
 : -7.0, 1.3, nt, 2.4, -4.9, nt, -10.1, -18.4, 11.7
C=CCNC(=O)CC1C(=O)NCCN1Cc1c(F)cccc1Cl (stereo not drawn)
 : 1.8, 2.8, 3.1, -3.8, -2.3, 3.6, -8.7, 0.3, 9.1
O=[N+]([O-])c1cc(/C=N/O)ccc1Oc1cccc(Cl)c1
 : 8.2, -5.4, 0.0, 1.5, -2.8, 5.0, 1.1, -5.5, -3.0
CS(=O)(=O)c1ccc(C(=O)NCCN2C(=O)S/C(=C\c3cccnc3)C2=O)cc1[N+](=O)[O-]
 : 12.4, 1.3, 6.8, 11.5, 0.4, 1.3, -5.5, -19.8, 9.2
CC(C)Oc1ccc(C(=O)O)cc1
 : -0.6, -2.4, -0.3, 6.6, 2.2, -2.3, -2.4, 2.0, 5.0
Cc1cccc(NC(=O)CSc2nnc(C)c(=O)n2N)c1
 : 1.3, 5.2, 3.0, -2.7, 2.1, 5.2, -0.5, -5.2, -7.5
COC(=O)c1cccc(NC(=O)Cn2cnc3ccccc3c2=O)c1
 : 10.5, -3.1, 0.6, 1.3, -0.9, 2.9, -14.2, -4.3, 2.5
O=C(NCc1ccccc1)C(c1cccnc1)N(C(=O)c1ccccn1)c1ccccc1F (stereo not drawn)
 : -5.1, -4.8, -5.7, 3.0, -0.3, 3.1, -1.8, -9.5, 9.6
COc1cc(/C=C2\C(=N)N3N=C(C(C)C)SC3=NC2=O)ccc1OCCOc1ccc(NC(C)=O)cc1
 : 0.3, -2.2, 0.6, -1.6, -5.6, 10.4, -9.9, 8.0, 5.3
CC(=O)c1ccc(C(=O)N(C)C2CCCN(Cc3ccccc3F)C2)s1 (stereo not drawn)
 : -1.6, -1.9, 3.0, -0.7, -1.1, 7.5, 7.6, -0.4, 4.9
COCCCn1c(C2CCCCC2)nc2oc3cc(OC)ccc3c(=O)c2c1=O
 : 4.8, -1.0, 7.7, -0.8, 5.0, 4.3, -9.2, 8.2, -8.8
CN(Cc1ccc(F)cc1)C(=O)c1cccc(S(=O)(=O)N2CCN(Cc3ccccc3)CC2)c1
 : 6.0, 4.6, 9.1, -0.2, -3.8, 4.0, -14.0, -6.0, 21.7
Cc1cnc(C(=O)OCC(=O)NCc2ccc(Cl)cc2)cn1
 : nt, nt, 2.6, nt, 0.5, 5.8, nt, nt, 16.7
CC(C)(CO)Nc1ncnc2onc(-c3ccc(F)cc3)c12
 : -0.6, -2.3, -3.3, 4.1, 2.2, 7.8, -6.1, 3.9, -6.9
Cc1nnc(SCC(=O)NC2CCCCC2)n(N)c1=O
 : -0.6, -1.4, 4.6, 4.5, 2.9, 3.6, 13.0, 8.2, 4.9
CCCN(c1ccc(OCC)cc1)S(=O)(=O)c1ccc2c(c1)NC(=O)CO2
 : 13.1, 2.5, 6.0, 4.1, 1.9, -2.2, -12.5, -11.3, 13.1
O=C(c1ccc(Cl)cc1Cl)N1CCC(c2nc3c(nnn3Cc3ccco3)c(=O)[nH]2)CC1
 : -1.4, -3.3, 11.9, 7.7, -1.4, 5.2, 0.6, -0.2, -0.7
Cc1ccc([N+](=O)[O-])cc1NC(=O)CCc1ccccc1
 : -4.1, -5.8, 8.2, -3.4, -1.3, -2.1, -1.8, 4.5, -1.8
O=C(Nc1cccnc1)c1coc(=O)c2ccccc12
 : -5.2, 1.2, 4.1, 2.7, -0.8, 6.3, -12.8, -5.4, 15.1
